Compound activity as filed in PubChem BioAssay.
FUS suppressor: FUS proteinopathy suppression in yeast; S. cerevisiae FUS-expressing, growth rescue, OD600, 24 h; Potency, µM (doses to about 76.6 µM), without a hit: at the top dose growth rescue (activation), hits mostly activators; hit rate 0.24% among 390,000; AID 1347120;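 also: potency is read from the fitted curve at half-maximal effect; plate controls were DMSO vehicle for no effect and reference control for full effect; nearly all actives have a fitted effect of over 55% in size; some results filed as inactive show a strong effect at the top dose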
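Steps: raffinose overnight preculture; dilution to OD 0.005 in 2% galactose minimal medium; compound addition (concentration series); 24hr at 30C, 99% humidity; absorbance read at 600 nm.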
aSyn yeast inh: rescues yeast growth from alpha-synuclein toxicity; Yeast expressing alpha-synuclein, growth rescue, BacTiter-Glo, 24 h; Potency, µM (top dose mostly 46.1 µM), inactives show at the top dose growth rescue (activation), actives largely listed as activators; hit rate 0.14% among 370,000; AID 652106; also: potency is read from the fitted curve at half-maximal effect; % of control where 0% means no effect; nearly all actives have a fitted effect of over 65% in size
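Rescue of yeast growth: cells expressing toxic alpha-synuclein, induced in galactose at OD600 0.02, incubated with compound 24 h at 30 C. ATP luminescence quantified growth; inhibitors of toxicity appear as activators.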
EPAC1 antag: EPAC1 (human) antagonism | EPAC1 GEF assay, Rap1b-BODIPY-GDP exchange fluorescence | Potency, µM (doses to about 115 µM), inactives show at the top dose activity change, negative = inhibition, actives largely listed as inhibitors | hit rate 0.14% among 360,000 | AID 720709;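 also: potency is read from the fitted curve at half-maximal effect; plate controls were vehicle for no effect and positive control for full effect; nearly all actives have a fitted effect of over 50% in size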
IL-2 act: activates IL-2 in a cell-based reporter assay. activation, % (series mostly up to about 46 µM). IL-2 activation reporter assay, cell-based qHTS; stimulated with anti-CD3/CD4/CD28 beads; in transgenic mouse T cells. AID 652025. hit rate 0.065% among 360,000; in the data active = activation above about 50%; inconclusive = mostly about 30% to 49%; also: 0% is about no effect
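Quantitative HTS in unstimulated transgenic mouse T cells, with memory T cells as non-tolerant control and PMA/ionomycin as tolerance-bypass control. Compound pretreatment lasted 60 minutes before 18 h bead stimulation; EGFP/DsRed fluorescence read.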
Abeta rescue: A-beta toxicity reversal in yeast | yeast expressing A-beta42, growth rescue, OD600, 48 h; response scale: 0% DMSO, 100% iron-clioquinol control | hit rate 0.063% among 410,000 | Potency, µM (doses to about 46.1 µM), without a hit: at the top dose growth rescue, usual class: activators | AID 1347071; also: potency is read from the fitted curve at half-maximal effect; nearly all actives have a fitted effect of over 55% in size
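Yeast A-beta toxicity model in growth medium with pinned compounds, 48 h at 30 C; growth read as absorbance at 600 nm. Normalized to FeCl3/clioquinol equimolar mix (positive) and DMSO (negative).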
PI5P4K alpha inh: blocks human PI5P4K alpha kinase activity. PI5P4Kalpha enzyme, ADP-Glo luminescence, 60 min; hits give low values. P48426. hit rate 1.2% among 330,000. max response, %; active = max response of -50% or lower; inconclusive = between -30% and -50%; inactive = -30% or higher; also: value at the top dose of about 77 µM; % is scaled to controls: 0 for no effect and ±100 for the full control effect
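Compounds were pin-transferred onto PI5P4Kalpha and substrate in HEPES pH 7.4 buffer with EGTA, CHAPS and 5% DMSO. ATP (5 microM final) started the reaction, which ran 60 minutes at room temperature before ADP-Glo detection.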
PLK1 PBD inh: blocks phosphopeptide binding to human PLK1 polo-box domain; Potency, µM, for inactives: max response, negative = inhibition, most hits filed as inhibitors; P53350; Plk1 PBD binding of FITC phosphopeptide, fluorescence polarization; hit rate 2.8% among 360,000; also: potency is read from the fitted curve at half-maximal effect; series mostly up to about 57 µM; % is scaled to controls: 0 for no effect and ±100 for the full control effect; nearly all actives have a fitted effect of over 65% in size
EPAC1 agonist: EPAC1 (human) agonism | O95398 | EPAC1 agonist qHTS, biochemical assay; response scale: 100% = response to 6.5 mM cAMP | Potency, µM (highest dose often 154 µM), for the others: at the top dose activation, usual class: activators | hit rate 0.073% among 360,000 | AID 720707; also: potency is read from the fitted curve at half-maximal effect; nearly all actives have a fitted effect of over 60% in size
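Read-out is the fluorescence drop as BODIPY-GDP leaves Rap1B (480 nm excitation, 540 nm emission), recorded every 5 minutes over 30 minutes. Reactions held 100 nM EPAC1, 250 nM Rap1B–BODIPY-GDP and 50 uM GDP, with 6.5 mM cAMP setting full activation.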
WRN inhibitor: WRN helicase (human) inhibition; Q14191; WRN helicase unwinding, fluorescent forked duplex, kinetic; Potency, µM (titrated, usually from 114 µM), without a hit: top-dose activity change, negative = inhibition, actives largely listed as inhibitors; hit rate 0.46% among 360,000; also: potency is read from the fitted curve at half-maximal effect; % is scaled to controls: 0 for no effect and ±100 for the full control effect; nearly all actives have a fitted effect of over 55% in size
Target sequence (Q14191 whole entry, looked up): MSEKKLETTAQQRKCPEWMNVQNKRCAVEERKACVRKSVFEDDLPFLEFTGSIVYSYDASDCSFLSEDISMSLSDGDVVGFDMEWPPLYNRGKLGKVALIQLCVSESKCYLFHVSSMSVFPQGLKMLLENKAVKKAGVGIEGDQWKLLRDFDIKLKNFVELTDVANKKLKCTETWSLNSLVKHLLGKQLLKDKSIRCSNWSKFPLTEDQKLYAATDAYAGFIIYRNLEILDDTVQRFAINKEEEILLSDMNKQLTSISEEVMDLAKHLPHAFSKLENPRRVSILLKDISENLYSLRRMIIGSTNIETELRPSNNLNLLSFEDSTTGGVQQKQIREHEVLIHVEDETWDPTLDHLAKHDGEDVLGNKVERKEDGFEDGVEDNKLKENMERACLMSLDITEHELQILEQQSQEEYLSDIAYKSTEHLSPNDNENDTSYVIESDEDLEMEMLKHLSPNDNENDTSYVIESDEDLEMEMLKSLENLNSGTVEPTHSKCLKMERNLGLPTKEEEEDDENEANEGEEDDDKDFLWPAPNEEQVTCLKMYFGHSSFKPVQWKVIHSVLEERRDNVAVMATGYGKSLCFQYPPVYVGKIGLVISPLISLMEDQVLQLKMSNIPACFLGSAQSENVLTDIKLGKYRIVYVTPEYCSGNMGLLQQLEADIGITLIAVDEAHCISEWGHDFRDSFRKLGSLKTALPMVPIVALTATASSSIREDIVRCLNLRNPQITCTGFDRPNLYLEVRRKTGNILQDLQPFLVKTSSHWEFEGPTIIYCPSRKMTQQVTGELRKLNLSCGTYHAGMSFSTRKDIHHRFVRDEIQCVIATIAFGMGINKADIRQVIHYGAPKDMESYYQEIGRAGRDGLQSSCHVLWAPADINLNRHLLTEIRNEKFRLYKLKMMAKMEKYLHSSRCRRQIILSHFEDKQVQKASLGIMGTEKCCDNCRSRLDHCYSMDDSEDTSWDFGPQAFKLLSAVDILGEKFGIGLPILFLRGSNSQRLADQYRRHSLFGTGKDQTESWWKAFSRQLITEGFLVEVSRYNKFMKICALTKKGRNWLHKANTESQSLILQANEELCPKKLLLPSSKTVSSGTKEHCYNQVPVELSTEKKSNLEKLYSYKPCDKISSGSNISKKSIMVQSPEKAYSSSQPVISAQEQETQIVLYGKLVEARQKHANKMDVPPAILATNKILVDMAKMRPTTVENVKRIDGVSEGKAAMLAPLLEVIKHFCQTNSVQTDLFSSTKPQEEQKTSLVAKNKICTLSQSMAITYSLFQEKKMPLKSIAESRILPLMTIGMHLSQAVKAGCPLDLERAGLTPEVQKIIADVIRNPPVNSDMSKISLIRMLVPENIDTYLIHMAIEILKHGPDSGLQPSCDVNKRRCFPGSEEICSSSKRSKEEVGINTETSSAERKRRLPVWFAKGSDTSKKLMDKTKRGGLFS
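WRN at 20 nM final was preincubated with compound for 15 min at room temperature; reaction started with 100 nM forked duplex oligonucleotide carrying fluorophore and quencher plus 2 mM ATP (final). Unwinding followed kinetically by red fluorescence (ex 525/em 598 nm).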
The depositor's hits bear a star; ? = inconclusive; / = not tested or not shown; & = joins results of further samples; [ ] = dose if it differs, or a comment. Unless noted, calls follow the shape of the dose curve; as a rule, active = well fitted curve in the direction sought with a large enough effect; inconclusive = small, poorly fitted or top-dose-only effect, or another doubt; inactive = no such curve, though single readings can be large; an effect the other way counts as inactive or inconclusive. Compounds were not picked by outcome; about 4.1% have a hit in one of these screens.

cpd	SMILES	Abeta rescue	FUS suppressor	IL-2 act	WRN inhibitor	PI5P4K alpha inh	EPAC1 agonist	PLK1 PBD inh	EPAC1 antag	aSyn yeast inh
1	O=[N+]([O-])c1cccc(-c2nn(-c3ccccc3)cc2CO)c1	-43%[inhibitor]	-15%	0.8	-1%	14	2%	0%	-26%	5%
2	O=C(Nc1cc([N+](=O)[O-])ccc1Cl)c1cccnc1	-3%	23%	-0.3	0%	3	-1%	3%	-12%	2%
3	O=C(Nc1ccc(N2CCOCC2)cc1)c1ccc(Br)o1	-14%	-3%	0.5	-4%[57.1 µM]	-6	1%	4%	-7%	-1%
4	CCOC(=O)CN1c2ccccc2NC(=O)CC1C (stereo not given)	-29%	-13%	-1.3	-1%	8	0%	-16%	-2%	8%
5	COc1ccc(Br)cc1C(=O)Nc1ccc(O)cc1	-51%	25%	1.0	-15%[57.1 µM]	/	1%	-7%	-2%	-5%
6	COc1ccc(C(=O)N2CC(=O)Nc3ccccc32)cc1S(=O)(=O)N1CCOCC1	11%	-17%	0.0	-1%	2	4%	3%	1%	2%
7	CC1(C)CC2CC(C)(CN2CC(=O)C(C#N)c2ccccc2)C1 (stereo not given)	6%	0%	-1.7	-14%[57.1 µM]	/	9%	-1%	8%	2%
8	CSCCC(NC(=O)c1ccc(Cl)cc1)C(=O)OCC(=O)Nc1ccc(C#N)cc1 (stereo not given)	29%	13%	-1.6	-7%	2	2%	-10%	-22%	-10%
9	O=C(c1ccc(F)cc1)N1CCN(S(=O)(=O)c2ccc3c(c2)OCCO3)CC1	-1%	0%	5.9	8%	0	-9%	-8%	11%	-1%
10	CN(C)CCCOC(=O)Cc1ccc(Cl)cc1	3%	-3%	0.5	0%	12	-6%	1%	-2%	5%
11	CC(=O)Nc1ccc(S(=O)(=O)N(C)c2nc3ccccc3nc2Cl)cc1	-4%	27%	-0.3	-6%	2	-3%	-13%	-27%	-2%
12	CN(C)C(=O)Cn1c(SCC(=O)NC2CCCCC2)nc2ccccc21	16%	-3%	-0.1	3%	/	1%	-3%	6%	1%

Reprinted from the part before: 2 compounds, then new ones.
cpd	SMILES	Abeta rescue	FUS suppressor	IL-2 act	WRN inhibitor	PI5P4K alpha inh	EPAC1 agonist	PLK1 PBD inh	EPAC1 antag	aSyn yeast inh
11	CC(=O)Nc1ccc(S(=O)(=O)N(C)c2nc3ccccc3nc2Cl)cc1	-4%	27%	-0.3	-6%	2	-3%	-13%	-27%	-2%
12	CN(C)C(=O)Cn1c(SCC(=O)NC2CCCCC2)nc2ccccc21	16%	-3%	-0.1	3%	/	1%	-3%	6%	1%
13	C#CCC(NC(=O)c1ccc(C(F)(F)F)cc1)C(=O)NCCC (stereo not given)	0%	-12%	-2.9	2%	5	6%	-12%	4%	-6%
14	CCC1CN(S(=O)(=O)c2cc(-c3cc(C)no3)ccc2OC)c2cc(C)ccc2O1 (stereo not given)	2%&2%	38%&-1%	-3.2	-4%	6	0%	-9%	-11%	9%
15	COc1ccc(C(C)=O)cc1Cn1c(C)c(C(=O)NCC(C)C)sc1=O	-14%	-7%	0.5	3%[57.1 µM]	-1	-5%	-1%	22%	-4%
16	O=C(NC(=O)c1ccccc1)Nc1ccc(Cl)cn1	3%	24%	-2.1	3%	-9	10%	-8%	14%	0%
17	CCOc1ccc(S(=O)(=O)N2CCN(S(=O)(=O)c3ccc(OCC)cc3)C(C)C2)cc1 (stereo not given)	20%	16%	0.4	1%	4	20%	-1%	-22%	-1%
18	Cc1ncc(S(=O)(=O)c2ccccc2)c(-c2ccccc2)n1	5%	1%	0.5	3%	-5	-7%	-2%	5%	-12%
19	C=CCNc1nc(Nc2ccc([N+](=O)[O-])cc2)nc(OC)n1	-4%	-22%	-4.5	9%	-1	-2%	-3%	-13%	-6%
20	CN(Cc1ccco1)S(=O)(=O)c1nnc(NC(=O)c2ccccc2Cl)s1	6%&-10%	19%&-3%	-3.8	?	-29	1%	?	-3%	1%
21	CN(C)C(CNc1ccc(C(N)=O)cc1[N+](=O)[O-])c1ccccc1 (stereo not given)	7%	11%	-0.4	6%	1	0%	-5%	-1%	3%
22	COCCN1C=C2C(=O)C(C)(OC(=O)CCC(=O)OC)C(=O)C(Br)=C2C=C1c1ccc(OC)cc1 (stereo not given)	-18%	38%	1.2	2%	-23	6%	?	-18%	-2%
23	O=C(NC1CCCCC1)C(c1ccc(F)cc1)N(Cc1ccco1)C(=O)CN1C(=O)c2ccccc2S1(=O)=O (stereo not given)	3%	/	-4.9	-19%	-7	-16%	0%	-11%	-3%
24	O=C(Nc1ccc(Cl)cc1)C1CCCN(c2ncnc3c2nc2n3CCCCC2)C1 (stereo not given)	-31%[inhibitor]	?	-1.7	-15%	10	16%	-11%	-10%	-3%

New compounds follow
cpd	SMILES	Abeta rescue	FUS suppressor	IL-2 act	WRN inhibitor	PI5P4K alpha inh	EPAC1 agonist	PLK1 PBD inh	EPAC1 antag	aSyn yeast inh
25	COc1ccccc1NC(=O)c1ccc(NC(=O)C2CC2)cc1	8%	11%	-0.1	-7%	2	4%	-5%	-19%	1%
26	Cn1nnnc1SCC(=O)Nc1ccccc1C(N)=O	-8%	-17%	-1.9	2%	3	-4%	-3%	-8%	-2%
27	Cc1c(NC(=O)c2cccnc2Cl)c(=O)n(-c2ccccc2)n1C	-7%	15%	-4.7	5%	-1	1%	0%	7%	1%
28	Cc1cc(C)c(S(=O)(=O)O)c(C)n1	13%	18%	-0.2	5%	/	5%	-3%	6%	7%
29	COc1ccc(-c2noc(CCC(=O)NCc3ccco3)n2)cc1	0%	9%	0.7	-1%	1	2%	-3%	-9%	3%
30	N#C/C(=C\Nc1ccccc1SC(F)(F)F)c1nc(-c2ccccc2)cs1	5%	-37%	0.8	-7%	9	9%	-4%	-16%	3%
31	O=C(CSc1nnc(-c2cccnc2)n1CCc1ccccc1)NCc1ccccc1	9%	-14%	-0.5	4%	-7	-8%	2%	8%	0%
32	C=CCN1CCN(C(=O)CCCc2ccccc2)CC1	2%	-12%	0.5	9%	-8	-5%	-13%	7%	0%
33	CC(C)c1ccc(NC(=O)c2cc(S(=O)(=O)N3CCCCC3)c[nH]2)cc1	-13%	-20%	0.7	-3%	-9	-5%	4%	-9%	-5%
34	CC(NC(=O)c1ccco1)c1cccc2ccccc12 (stereo not given)	17%	9%	1.1	4%	-3	3%	0%	?	-1%
35	CN(C)c1ccc(CNc2nc(-c3ccccc3)nn2S(C)(=O)=O)cc1	10%	13%	0.7	1%	-1	18%	0%	-22%	4%
36	CC(C)c1csc(CN2CCN(Cc3ccc(F)c(F)c3)C(CCO)C2)n1 (stereo not given)	-1%	13%	-1.0	13%	1	0%	-12%	5%	-6%

Of the compounds above, five have a furan ring, fused or not:
cpd	SMILES	Abeta rescue	FUS suppressor	IL-2 act	WRN inhibitor	PI5P4K alpha inh	EPAC1 agonist	PLK1 PBD inh	EPAC1 antag	aSyn yeast inh
3	O=C(Nc1ccc(N2CCOCC2)cc1)c1ccc(Br)o1	-14%	-3%	0.5	-4%[57.1 µM]	-6	1%	4%	-7%	-1%
20	CN(Cc1ccco1)S(=O)(=O)c1nnc(NC(=O)c2ccccc2Cl)s1	6%&-10%	19%&-3%	-3.8	?	-29	1%	?	-3%	1%
23	O=C(NC1CCCCC1)C(c1ccc(F)cc1)N(Cc1ccco1)C(=O)CN1C(=O)c2ccccc2S1(=O)=O (stereo not given)	3%	/	-4.9	-19%	-7	-16%	0%	-11%	-3%
29	COc1ccc(-c2noc(CCC(=O)NCc3ccco3)n2)cc1	0%	9%	0.7	-1%	1	2%	-3%	-9%	3%
34	CC(NC(=O)c1ccco1)c1cccc2ccccc12 (stereo not given)	17%	9%	1.1	4%	-3	3%	0%	?	-1%

Additional structures follow.
cpd	SMILES	Abeta rescue	FUS suppressor	IL-2 act	WRN inhibitor	PI5P4K alpha inh	EPAC1 agonist	PLK1 PBD inh	EPAC1 antag	aSyn yeast inh
37	COc1cc(/C=C/C(=O)O)cc(S(=O)(=O)Nc2cc(Cl)c(Cl)cc2Cl)c1OC	-6%	23%	-2.2	-27%	-26	2%	?	-19%	-2%
38	CCOC(=O)N1CCN(S(=O)(=O)c2c(C(=O)N3CCCCC3)c(C)n(C)c2C)CC1	4%	-15%	-1.1	1%	-4	19%	-3%	25%	1%
39	COc1ccnc(Oc2ccc(F)cc2)c1C(=O)N/C=N/OCc1cccc(F)c1	-18%	18%	0.7	-6%	6	-4%	-5%	?	-2%
40	COc1ccccc1C(=O)C1CCCN(C(=O)c2ccccn2)C1 (stereo not given)	-11%	14%	-0.4	3%	2	3%	0%	2%	0%
41	O=C(NN=C1CCCC1)c1ccn[nH]1	27%	/	-0.4	-21%	-4	5%	-9%	-2%	-6%
42	CCCCN1C(=O)C(CC(=O)NCc2cccs2)CC(C(=O)N(C(C)C)C(C)C)=C1C (stereo not given)	1%	-9%	3.1	9%	-5	-5%	3%	13%	-1%
43	Cc1nc2ccc(S(=O)(=O)NC(C(=O)N3CCC(C)CC3)C(C)C)cc2s1 (stereo not given)	19%	-4%	-0.2	2%	3	-7%	-6%	-1%	14%
44	COc1ccc(OCc2n[nH]c(=S)n2N)cc1	-1%	-29%	-2.6	-5%	-58*	3%	3.8µM*	-1%	-1%
45	CCN(Cc1ccccc1)S(=O)(=O)c1cn(C)cn1	11%	-6%	-2.5	-8%[57.1 µM]	4	-5%	2%	15%	-3%
46	CC(C)(C)c1ccc(OC(=O)N2CCOCC2)cc1	-3%	2%	-0.3	4%	-1	-8%	-14%	-11%	-8%
47	C=CCn1c2ccccc2c2nnc(SCC(=O)Nc3cc(C)on3)nc21	9%	-6%	-0.3	2%	1	-6%	0%	4%	1%
48	O=C1CCC2(C(=O)O)Sc3ccccc3N12 (stereo not given)	-5%	-5%	-2.2	-6%	0	9%	-8%	1%	-1%
49	Cc1ccc(C)c(COC(=O)c2cc([N+](=O)[O-])ccc2N2CCOCC2)c1	27%	28%	-5.5	-4%	31	8%	-9%	-5%	4%
